# Screens (PubChem BioAssay)
# hcGAS lum: inhibitors of human cGAS | Q8N884 | recombinant h-cGAS, ATP depletion, Kinase-Glo luminescence | inhibition, % at 12.5 µM | 290,000 tested, 0.081% active | AID 1259398;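 also: 0% = vehicle reaction and 100% = reaction without DNA for no activity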
# Target sequence (Q8N884 whole entry, looked up): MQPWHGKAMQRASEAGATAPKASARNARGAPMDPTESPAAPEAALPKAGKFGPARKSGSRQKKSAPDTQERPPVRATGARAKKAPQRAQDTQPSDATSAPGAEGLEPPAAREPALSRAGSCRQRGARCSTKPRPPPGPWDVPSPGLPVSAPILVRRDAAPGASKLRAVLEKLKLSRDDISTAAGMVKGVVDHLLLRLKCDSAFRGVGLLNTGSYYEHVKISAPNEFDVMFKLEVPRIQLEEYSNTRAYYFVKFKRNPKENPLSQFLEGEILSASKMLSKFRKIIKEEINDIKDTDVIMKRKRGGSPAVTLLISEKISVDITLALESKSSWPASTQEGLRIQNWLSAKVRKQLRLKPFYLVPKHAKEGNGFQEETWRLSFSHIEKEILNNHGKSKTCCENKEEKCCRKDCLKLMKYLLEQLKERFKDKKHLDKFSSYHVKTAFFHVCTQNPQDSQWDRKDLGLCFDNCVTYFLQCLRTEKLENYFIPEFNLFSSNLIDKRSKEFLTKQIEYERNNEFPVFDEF
# NPYLR7 agonist: activates Aedes aegypti NPYLR7 receptor. HEK293T NPYLR7/Galpha15, GCaMP6s calcium fluorescence. AID 1259423. activation, % at 10 µM. 270,000 tested, 0.15% active; in the data active = activation above about 40%;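 also: 0% = vehicle and 100% = reference agonist at the receptor; some compounds past the cut are filed as inactive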
# mcGAS inh: mouse cGAS inhibition by luminescence. recombinant cGAS, Kinase-Glo ATP depletion luminescence. Q8C6L5. inhibition, % at 12.5 µM. 160,000 tested, 0.15% active. AID 1259399;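 also: 0% = negative control wells and 100% = reference inhibitor with no enzyme activity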
# * marks the source's active call; other numbers are inactive results; nt = not tested or not shown; & = joins results of further samples. Rule as the data show it, unless noted: active = inhibition above about 40%; inactive = the rest.
mol	NPYLR7 agonist	mcGAS inh	hcGAS lum
Cc1csc(N(C(=O)CCl)c2ccccc2)n1	-0.4	5.8	-6.0
CCCN(CCOC)[C@@H]1[C@@H](O)C[C@@H]2C[C@H](c3ccccn3)OC[C@@]21O	5.1	-2.9	-2.6
CC(C)C(CO)N(Cc1ccccc1)C(=O)Nc1cnn(C)c1 (centres undefined)	0.1	nt	-16.9
CCCn1cc(C(=O)N2C[C@H](N)C[C@H]2C(=O)NC)c(C)n1	16.6	-16.6	-7.7
c1ccc(-c2cnn3cc(CN4CCCC4Cn4cccn4)cnc23)cc1 (centres undefined)	11.8	nt	-2.5
CSc1nc(N)c(NC(=O)c2ccco2)c(=O)[nH]1	2.7	-5.7	-3.4
COc1ccc(C2CCCCN2Cc2ncccc2C(=O)O)cc1 (centres undefined)	4.5	-12.5	-1.3
COc1ccccc1CN1CCCn2cccc2C1c1cccc(F)c1 (centres undefined)	13.2	-3.7	-6.7
S=C(c1ccc(-c2ccc(Cl)c(Cl)c2)o1)N1CCOCC1	-1.9	nt	-7.5
CC(C)n1c(N)nc2cc(Br)ccc21	0.4	nt	-7.2
O=C(Nc1cccc(-c2cc3ccccc3[nH]2)c1)C1CCCN(Cc2nccs2)C1 (centres undefined)	12.7	nt	-6.1
COc1cc(OC)cc(-c2nnc(SCc3ccc(Cl)cc3Cl)n2-c2ccccc2C)c1	25.6	-8.6	-9.2
CC(C)C1=NOC(C(=O)NCc2n[nH]c3c2CCCCC3)C1 (centres undefined)	-5.7	-11.4	-4.8
CC1(C)CCCC1NC(=O)c1cc(F)cc(F)c1 (centres undefined)	8.6	nt	-7.4
CCOC(=O)C1(Cc2ccc(Cl)cc2)CCN(C2CCSC2)CC1 (centres undefined)	3.6&12.3	-4.9	-3.8&-2.6
CCc1nc2ccc(C(=O)N3CCN(C(=O)c4ccco4)CC3)cn2c1N(C)Cc1nccs1	-5.3	-3.4	-6.8
Cc1n[nH]c(C)c1CCNC(=O)c1ccc(CSc2ncccn2)o1	10.1	nt	-8.7
CCCC1CCCN(CC2(CO)COC2)CC1 (centres undefined)	-2.5	nt	-0.6
O=C(NC1C2CC3CC(C2)CC1C3)C1CCCCC1 (centres undefined)	9.8	nt	-5.1
Cc1nonc1CN(C)C(=O)CC(c1ccccc1)c1cccc(Cl)c1 (centres undefined)	5.4	nt	-4.1
Cc1cc(F)ccc1Oc1cc(N(C)C2CCCCC2)ncn1	-4.8	-9.4	-3.6
CCCCSc1nc2c(c(=O)[nH]1)C(c1ccc(F)cc1)C(C(=O)OCC)C(C)=N2 (centres undefined)	2.1	-8.7	-2.5
COc1ccc(-c2c(NC(C)=O)n(-c3ccccc3)nc(C)c2=O)cc1	1.4	-8.5	-10.1
Clc1ccc(Cn2ncc3c(N4CCN(c5cccc(Cl)c5)CC4)ncnc32)cc1	-0.4	-0.5	-10.1
CCCNC(=O)CSc1nc2ccccc2c(=O)n1-c1cccc(Cl)c1	-1.9	nt	-16.0
COc1ccc(Br)c(C(=O)OC(C)C(=O)Nc2ccccc2F)c1 (centres undefined)	6.9	nt	-3.3
CCCCN(CC(=O)N(CCc1c[nH]c2ccccc12)Cc1ccc(N(C)C)cc1)C(=O)C(C)(C)CCl	20.9	-6.2	-3.9
COc1cc(NC(=O)CCC2CCCN(C(=O)CCn3ccnc3C)C2)cc(OC)c1 (centres undefined)	1.2	nt	-7.8
CCOC(=O)c1nn(-c2ccc(C)cc2)c(=O)cc1NC(=O)C1CCCC1	nt	-6.8	-5.4
CC1C(=O)N(c2ccccc2Cl)CCN1C(=O)c1cccc(Cl)c1 (centres undefined)	-10.4	-5.2	-4.7
CCN(CC)C(=O)N1CCC(C(=O)Nc2nnc(C(F)(F)F)s2)CC1	nt	0.9	3.9
CC(C#N)CN(C)C(=O)C1CCCC(C(=O)N(C)CC(C)C#N)C1 (centres undefined)	-4.4	nt	2.3
CC(C)Cn1c(CN2CCC(N)(C(=O)O)C2)nc2ccccc21 (centres undefined)	17.3	nt	-8.5
COc1ccc2[nH]c(=O)c(CN(C)C(C)c3ccccn3)cc2c1 (centres undefined)	14.1	nt	-11.6
CCc1ccccc1NC(=O)N1CCC2(CC1)C(=O)N(CC(=O)N1CCN(C(C)=O)CC1)CN2c1ccccc1	4.7	-3.7	-5.2
COc1cc(OC)cc(-n2c(CCC(=O)NCc3cccs3)cc3c2-c2ccccc2CC3)c1	-1.7	0.4	-0.9
CC(=O)c1ccc(C(=O)N2CCc3c(cnc(C)c3CNC(=O)/C=C/c3ccccc3)C2)s1	5.5	-8.6	-1.1
Cc1c(C(=O)NC2=NCCS2)cnn1-c1ccc(Cl)cc1	2.5	nt	-5.0
O=C(c1ccccc1-c1ncc[nH]1)N1CCC(CO)(Cc2ccc(Cl)cc2)CC1	17.3	-8.4	-8.8
COC(=O)c1ccc(NS(=O)(=O)c2cc(C(=O)OC)cc(C(=O)OC)c2)cc1	2.8	nt	-6.7
CC(C)C(=O)N(Cc1cc(NC(=O)c2ccccc2Cl)ccc1N(C)C)C(C)C	nt	-10.4	-7.7
COC(=O)c1ccc(COC(CN2CCN(S(=O)(=O)c3cccc(C#N)c3)CC2)c2ccc(Cl)cc2)cc1 (centres undefined)	-2.8	-4.6	-0.6
COc1cn(CC(=O)NCc2ccc3c(c2)OCO3)c(CN2CCN(C(C)=O)CC2)cc1=O	1.2	1.1	2.3
COc1ccc2c(c1)CC(CNC(=O)c1ccco1)O2 (centres undefined)	6.2	-3.7	-3.4
CC1CCCN(Cc2nc3c(c(=O)n(C)c(=O)n3C)n2Cc2ccc(Cl)cc2)C1 (centres undefined)	7.8	nt	-0.5
O=c1c2ccccc2[nH]c2ccc(I)cc12	-3.5	nt	-4.4
COc1cccc(-c2cn(Cc3nc(C)cc(C(F)(F)F)n3)nn2)c1OC	1.1	-16.9	-3.8
Cc1ccc(-c2cc(C(=O)N3CCC(Cc4ccccc4)CC3)n(-c3ccc(Cl)cc3)n2)cc1C	-1.4	0.7	-2.0
CCc1c(Cl)nc(-c2ccccc2)nc1N1CCC(CS(N)(=O)=O)CC1	3.2	-1.8	6.2
O=C(CCc1cnccn1)N1CCOC(CCCc2ccccc2)C1 (centres undefined)	22.3	nt	-6.5
CN1CCC(N(C)C(=O)c2cc3cccnc3n(Cc3ccc(F)cc3)c2=O)CC1	0.6	nt	-3.9
O=C(NC1CCCc2ccccc21)c1cncn1-c1cccc(-c2cccc(OC(F)(F)F)c2)c1 (centres undefined)	9.0	-4.9	-0.2
CCSc1nc(NC(C)C)c2cnn(CCNC(=O)c3ccc4ccccc4c3)c2n1	-2.6	-7.6	4.9
COC(=O)[C@@H]1C[C@@H](O)CN1C(=O)CCSCc1ccc(F)cc1	23.8	-15.5	-1.8
COCCNC(=O)c1ccc(CSc2nnc(-c3ccncc3)n2-c2cccc(C)c2)cc1	-4.2	-6.8	-5.0
O=C(CSc1nc2[nH]ncc2c(=O)n1-c1ccccc1)Nc1cccc(C(F)(F)F)c1	2.6	-9.6	-5.4

# Looked up by structure from the entries so far, two records:
mol	NPYLR7 agonist	mcGAS inh	hcGAS lum
CN1CCC(N(C)C(=O)c2cc3cccnc3n(Cc3ccc(F)cc3)c2=O)CC1	0.6	nt	-3.9
O=C(CSc1nc2[nH]ncc2c(=O)n1-c1ccccc1)Nc1cccc(C(F)(F)F)c1	2.6	-9.6	-5.4

# New compounds follow:
mol	NPYLR7 agonist	mcGAS inh	hcGAS lum
CC(C)CC(N)C(=O)N(C)C1CCCCC1 (centres undefined)	1.0	nt	3.6
O=C(O)C1Cc2c([nH]c3ccccc23)C(c2coc3ccccc3c2=O)N1 (centres undefined)	3.3	-1.5	-3.1
COc1cccc(CC(=O)N2C[C@H](Oc3ccccn3)[C@H]3C[C@@H]2Cc2c3n(C)c3ccccc23)c1	9.2	-5.6	3.5
CCN1C[C@H]2[C@@H](C3CCN(C(C)C)CC3)N[C@](CO)(CC(C)C)[C@H]2C1	0.9	nt	-3.8
O=C(C[n+]1cc(-c2ccccc2)n2c1CCC2)c1ccccc1	-2.0	nt	-5.4
COCC(=O)N(Cc1ccc(OC)c(OS(=O)(=O)C(C)C)c1)C1CC1	-3.5	-6.4	-4.5
Cc1ccc(C(O)=C(C#N)C(=O)C2CCCC(C(F)(F)F)C2)s1 (centres undefined)	23.1	nt	-17.4
Cc1nc(C)c(C(=O)Nc2cc(F)cc(N3CCCC3)c2)s1	-35.5	nt	11.7
COc1ccc(-c2ccc3c(N4CCOCC4)nc(N4C[C@@H](C)O[C@@H](C)C4)nc3n2)cc1CO	-3.8	-11.3	-4.5
O=S(=O)(c1ccc(F)cc1)N1CCN(Cn2[nH]c(-c3ccccc3)nc2=S)CC1	9.8	nt	-11.4
CC(NC(=O)Cc1ccc(F)cc1)c1ccccc1Cl (centres undefined)	8.1	nt	-6.6
O=C(CCc1ccc2c(c1)OCO2)NC1CCSc2ccc(F)cc21 (centres undefined)	-6.6	4.3	13.5
CCOc1ccc(-c2ccnc(N3CCN(S(=O)(=O)c4ccc(C)cc4OC)CC3)n2)cc1	3.7	-7.5	-7.5
O=C(CCc1ccccc1)OCCN1CCCC1=O	8.5	nt	-11.3
COc1ccccc1-c1cc(C(=O)N(C)CC2CCN(CCc3ccc(F)cc3)CC2)[nH]n1	6.8	-9.3	-8.1
CCOC(=O)c1cnc2c(C#N)cccc2c1Nc1cccc(C)c1	3.8	-8.8	-9.7
CC1(C(=O)N2CCN(Cc3cccc(-c4noc(-c5cccnc5)n4)c3)CC2)CC1	nt	-5.2	-4.6
N#Cc1c(F)cccc1NCCS(=O)(=O)N1CCc2ccccc21	2.1	nt	-5.7
COc1ccc(C(=O)NCCc2nnc3ccc(SCC(=O)N4CCc5ccccc54)nn23)cc1	7.9	-6.4	-4.6
COc1cccc(NC(=O)CCC2CCN(C(=O)CCc3cn[nH]c3)CC2)c1	6.4	nt	-2.5&-3.0
COC(=O)CC(=O)N1CCC(n2c(=O)oc3ccc(C)cc32)CC1	-13.3	-0.7	-1.5
COc1ccc2c(c1)OCC(C(=O)OCc1nccn1CC(F)(F)F)C2 (centres undefined)	-1.6	-14.6	-6.9
O=C1COc2ccc(-c3csc(-c4ccc(F)cc4)n3)cc2N1	3.8	nt	-6.2
CS(=O)(=O)Nc1ccc(NC(=O)c2nc(N3CCCC3)ncc2Cl)cc1	6.7	nt	-6.7
COCCn1cc(C(=O)N2CCN(C)CC2)c2nn(-c3ccccc3)c(=O)c-2c1	3.8	-9.9	-6.3
FC(F)(F)CNc1ccncc1	2.3	nt	-5.9
Cc1ccc(Nc2nc(N3CCN(c4cccc(Cl)c4)CC3)nc3nccnc23)cc1	4.9	nt	5.8
COCCNC(=O)c1cc(Br)c(Br)s1	0.1	-14.3	-0.5
COCCNC(=O)C1(C)CCN1C(=O)c1cccc(F)c1 (centres undefined)	3.5	nt	-6.7
COc1ccc(OC)c(C2CCCN2S(=O)(=O)c2c(C)noc2C)c1 (centres undefined)	-1.2	-4.2	-4.8
O=C(COc1ccc(Nc2ccccc2)cc1)N1CCOCC1	10.0	nt	-14.7
Cc1ccc2nc(SCc3nc4ccccc4[nH]3)[nH]c2c1	-17.8	-2.3	2.7

# Part of the list above, with each value named.
> COCCn1cc(C(=O)N2CCN(C)CC2)c2nn(-c3ccccc3)c(=O)c-2c1
  NPYLR7 agonist: 3.8
  mcGAS inh: -9.9
  hcGAS lum: -6.3
> FC(F)(F)CNc1ccncc1
  NPYLR7 agonist: 2.3
  mcGAS inh: nt
  hcGAS lum: -5.9
> Cc1ccc(Nc2nc(N3CCN(c4cccc(Cl)c4)CC3)nc3nccnc23)cc1
  NPYLR7 agonist: 4.9
  mcGAS inh: nt
  hcGAS lum: 5.8

# Further records.
mol	NPYLR7 agonist	mcGAS inh	hcGAS lum
CC(NC(=O)Cc1ccc(N2CCNC2=O)cc1)c1ccc(O)c(F)c1 (centres undefined)	4.0	-16.7	-5.6
CCc1nc2c(OCCc3cccc(OC)c3)cccn2c1N(C=O)Cc1ccccc1	-6.4	-4.6	-5.6
CCCCNC(=O)C1(C)CCCCN1C(=O)c1cc(-c2cccs2)oc1C (centres undefined)	2.3	nt	-9.1
Cc1cccc(-c2ncc(CN(C)CC3(CO)CC3)cn2)c1	-2.7	nt	-13.4
Cc1ccccc1C(=O)N1C(C(=O)O)COC12CCCCC2 (centres undefined)	4.7	-3.8	1.7
NS(=O)(=O)c1ccc(CCNC(=O)CCCn2nc(-c3ccccc3)ccc2=O)cc1	9.7	-9.2	-7.6
CCOC(=O)N(C)c1c(CC)nc2ccc(C(=O)NCCC(C)C)cn12	16.9	-3.4	-6.1
Cc1cccc(-n2nc(C3CC3)c(C(=O)O)c2C)c1	-4.2	0.4	5.1
CCCNC(=O)n1nc(N2CCCC2)c(C#N)c1N	7.0&-3.3	nt	-6.6&5.4
CCNC(=O)c1c(C)nn(-c2ccc(Cl)cc2)c1C(C)C	-9.9	-1.6	0.1
CC1(C(=O)NS(=O)(=O)c2cccc(C#N)c2)CCN1C(=O)c1cccc2ccccc12 (centres undefined)	4.3	nt	-10.0
Cc1ccc(OC(C)C(=O)O)c(Br)c1 (centres undefined)	-2.4	-8.6	-3.4
COc1ccsc1C(=O)Nc1cccc(N2CCCC2=O)c1C	-3.9	nt	-5.0
CCn1c(=O)c2c(nc3n2CCCN3c2ccc(Br)cc2)n(C)c1=O	1.2	nt	-7.9
